Source: PubChem
PI4K2A block: blocks human PI4K2A kinase activity | Q9BTU6 | purified PI4K2A, ADP-Glo luminescence, 1 h; hits give low values | activity change, negative = inhibition, % at 76.9 µM | 420,000 compounds, 0.13% hits; in the data active = activity change below about -50%; inconclusive = mostly about -30% to -49%;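 also: -100% = wells without enzyme as full effect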
Target sequence (Q9BTU6 whole entry, looked up): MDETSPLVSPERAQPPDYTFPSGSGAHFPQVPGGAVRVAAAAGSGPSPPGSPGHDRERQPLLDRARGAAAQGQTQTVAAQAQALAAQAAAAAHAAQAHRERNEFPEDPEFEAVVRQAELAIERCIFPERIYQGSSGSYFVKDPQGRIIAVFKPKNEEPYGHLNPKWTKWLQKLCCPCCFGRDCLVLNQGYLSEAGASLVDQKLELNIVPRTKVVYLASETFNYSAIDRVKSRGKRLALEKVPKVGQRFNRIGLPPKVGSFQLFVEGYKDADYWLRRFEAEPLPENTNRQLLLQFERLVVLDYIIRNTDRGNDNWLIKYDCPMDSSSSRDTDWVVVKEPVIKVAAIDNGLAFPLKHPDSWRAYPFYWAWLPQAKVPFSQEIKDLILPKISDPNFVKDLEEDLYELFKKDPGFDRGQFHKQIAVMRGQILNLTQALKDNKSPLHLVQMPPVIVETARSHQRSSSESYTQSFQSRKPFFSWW
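ADP-Glo luminescence measured ADP generated by PI4K2A enzyme (4 ug/mL before mixing) with 1.2 mM PI substrate (pre-mix) and 300 microM ATP (pre-mix). Tris pH7.5 buffer with MgCl2, Triton X-100; 1 h reaction at ambient temperature.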
GRP78 ERSR act: inducers of ER stress response in human glioma cells. AID 602332. Potency, µM, without a hit: at the top dose activation, most hits filed as activators. 420,000 compounds, 0.02% hits. U87-MG GRP78 promoter luciferase reporter, 16 h; also: potency is read from the fitted curve at half-maximal effect; series mostly up to about 76 µM; % of control where 0% means no effect; nearly all actives have a fitted effect of over 35% in size
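Stably transfected U87-MG human glioma cells carrying a GRP78-based luminescent sensor were seeded at 1000 cells/well, pin-dosed with compounds and incubated 16 h. Luciferase reagent was then added, and end-point luminescence was read after 10 min at room temperature.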
USP1 inh: inhibitors of human USP1/UAF1 deubiquitinase; O94782; recombinant USP1/UAF1, Ub-Rhodamine cleavage fluorescence; 390,000 compounds, 0.23% hits; Potency, µM (titrated, usually from 57.1 µM), for inactives: at the highest dose activity change, negative = inhibition, actives largely listed as inhibitors; also: potency is read from the fitted curve at half-maximal effect; % is scaled to controls: 0 for no effect and ±100 for the full control effect; nearly all actives have a fitted effect of over 60% in size; inactives centre near -12
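1 nM enzyme complex + cpd, 15 min RT; start with Ub-Rho 150nM final; kinetic fluorescence ex 480/em 540, 6 reads q60 s. Buffer 50mM HEPES pH 7.8, 0.5mM EDTA, 0.1 mg/ml BSA, 1mM TCEP, 0.01% Tween-20.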
Vif-APOBEC3F blk: Vif-A3F binding inhibition; HeLa A3F-eYFP + Vif (tagged APOBEC3F with the HIV-1 protein that degrades it), YFP fluorescence increase; Potency, µM (series often up to 46.1 µM), inactives show at the highest dose activity, negative = active; 390,000 compounds, 0.2% hits; also: potency is read from the fitted curve at half-maximal effect; % of control where 0% means no effect; nearly all actives have a fitted effect of over 65% in size
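HeLa cells stably expressing Vif plus C-terminally eYFP-tagged A3F were seeded, incubated overnight at 37 deg C, dosed with compound, incubated overnight again at 37 deg C. Yellow fluorescence (Ex 488/Em 500-530) reported blocked Vif-mediated A3F-eYFP degradation.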
RXFP1 ag: RXFP1 (human) receptor agonism | Potency, µM (doses to about 57.5 µM), inactives show top-dose activation, usual class: activators | 370,000 compounds, 0.3% hits | HEK293T-RXFP1 cAMP TR-FRET, 30 min; response scale: percent of porcine relaxin response, buffer zero | AID 2676; also: potency is read from the fitted curve at half-maximal effect; % is scaled to controls: 0 for no effect and ±100 for the full control effect; nearly all actives have a fitted effect of over 60% in size; many of its hits are not listed in these tables
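cAMP rise read by TR-FRET after 30 min, 37C compound exposure (up to 58 uM) in RXFP1-transfected HEK293 cells with Ro 20174 present. EC50 from Hill-equation fits, with 29 nM porcine relaxin as 100% and buffer as basal.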
TrxR1 substrate: rat thioredoxin reductase 1 substrate activity | O89049 | purified TrxR1 substrate turnover, NADPH consumption readout | Potency, µM (series often up to 114 µM), for inactives: at the highest dose activity change, negative = substrate turnover | 390,000 compounds, 0.01% hits; also: potency is read from the fitted curve at half-maximal effect; % is scaled to controls: 0 for no effect and ±100 for the full control effect; nearly all actives have a fitted effect of over 50% in size
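Rat TrxR1, dispensed at 90 nM, was prereduced with 400 uM NADPH (final) for 5 min at ~22 deg C, then incubated with compound 15 min before 400 uM selenite. A first-read NADPH fluorescence drop versus no-compound background flagged substrates.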
Vif-A3G inh: Vif-A3G binding inhibition | Potency, µM (series often up to 46.1 µM), for inactives: at the highest dose activity, negative = active, most hits filed as inhibitors | AID 602310 | 410,000 compounds, 0.076% hits | Q9HC16 | HeLa A3G-eYFP + Vif (tagged APOBEC3G with the HIV-1 protein that degrades it), YFP fluorescence, overnight;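 also: potency is read from the fitted curve at half-maximal effect; % is scaled to controls: 0 for no effect and ±100 for the full control effect; nearly all actives have a fitted effect of over 60% in size; hits raise eYFP signal because A3G escapes Vif-driven loss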
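Read-out is eYFP fluorescence (Ex 488/Em 500-530) from Vif-expressing HeLa A3G-eYFP cells; more signal means A3G escaped Vif-mediated degradation. Cells plated overnight, compound pinned in, incubated overnight at 37 deg C.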
mIDH1 inhibitor: human IDH1 R132H inhibition | IDH1-R132H enzyme, NADPH consumption, diaphorase/resazurin fluorescence | O75874 | 390,000 compounds, 0.093% hits | AID 602179 | Potency, µM (series often up to 76.6 µM), for the others: at the top dose activity change, negative = inhibition, hits mostly inhibitors; also: potency is read from the fitted curve at half-maximal effect; % is scaled to controls: 0 for no effect and ±100 for the full control effect; nearly all actives have a fitted effect of over 65% in size
Target sequence (O75874 whole entry R132H, stated change not applied): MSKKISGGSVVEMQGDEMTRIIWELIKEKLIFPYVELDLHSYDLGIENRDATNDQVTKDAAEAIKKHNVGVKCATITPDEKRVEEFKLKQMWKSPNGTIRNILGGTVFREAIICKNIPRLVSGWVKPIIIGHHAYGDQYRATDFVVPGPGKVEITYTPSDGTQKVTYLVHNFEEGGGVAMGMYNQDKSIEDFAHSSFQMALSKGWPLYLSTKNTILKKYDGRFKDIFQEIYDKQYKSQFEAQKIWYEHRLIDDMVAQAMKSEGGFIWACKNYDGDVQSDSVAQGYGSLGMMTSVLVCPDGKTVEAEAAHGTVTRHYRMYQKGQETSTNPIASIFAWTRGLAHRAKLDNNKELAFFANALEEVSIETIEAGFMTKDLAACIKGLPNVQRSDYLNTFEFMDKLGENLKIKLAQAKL
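IDH1-R132H (0.5 ug/mL dispensed) in pH 7.5 Tris buffer was preincubated 30 min with compound, then given a substrate mix of 0.016 mM NADPH and 2 mM alpha-KG for 80 min at room temperature; remaining NADPH was read by diaphorase/resazurin fluorescence.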
LDHA inh: inhibitors of human lactate dehydrogenase A; P00338; activity change, % (values are at about 110 or 230 µM); 480,000 compounds, 0.15% hits; purified LDHA, NADH/diaphorase-resazurin fluorescence; hits give low values; in the data active = activity change below about -30%; inconclusive = mostly about -25% to -30%;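 also: plate controls were DMSO wells for no effect and wells without enzyme for full effect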
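Resorufin fluorescence (ex540/em590), read at 0 and 20 min after diaphorase/resazurin addition, reports the NADH left after a 5 min room-temperature reaction of 2 nM human LDH5 with 0.06 mM NADH and 0.2 mM pyruvate.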
* = called active by the depositor; u = inconclusive; x = not tested or not shown; [ ] = another dose, or the depositor's remark. Unless noted, calls follow the shape of the dose curve; as a rule, active = well fitted curve in the direction sought with a large enough effect; inconclusive = small, poorly fitted or top-dose-only effect, or another doubt; inactive = no such curve, though single readings can be large; an effect the other way counts as inactive or inconclusive. These rows are one share of the data; count on the stated rates, not on these rows.

SMILES	PI4K2A block	GRP78 ERSR act	USP1 inh	Vif-APOBEC3F blk	RXFP1 ag	TrxR1 substrate	Vif-A3G inh	mIDH1 inhibitor	LDHA inh
O=C(CCn1cccn1)Nc1cccc(C(F)(F)F)c1	-3	-2%	14%	-1%	1.2%	5%[57.1 µM]	5%	-9%	-2
CCC1(C)Cc2c(sc3c2c(=O)n(C)c2nnc(SCC(=O)c4ccccc4)n32)CO1 (configuration not stated)	2	-4%	-23%	5%	x	0%	2%	-2%	-7
CN(C)S(=O)(=O)c1ccc2c(c1)nc(CCC(=O)NCC1CCCCC1)n2C	3	-4%	-7%	5%	1.8%	-3%	2%	-3%	-6
O=C(Cc1ccc(Cl)cc1)Nc1cccnc1Cl	-1	-4%	u	-1%	x	x	3%	3%	-12
COc1cc2c(cc1O)C(CSC)Cc1cc3c(cc1N(C)CC2)OCO3 (configuration not stated)	2	1%	-6%	-5%	x	x	-15%	13%	-4
CCN(CC)CCn1c2c(c(SCC(=O)Nc3cccc(C(F)(F)F)c3)nc1=O)CCC2	2	-2%	u	0%	-2.9%	3%[57.1 µM]	11%	24%	-4
CCOC(=O)C(NCCc1ccc(F)cc1)(NC(=O)CC)C(F)(F)F (configuration not stated)	-1	-1%	-8%	-11%	-0.5%	-11%	2%	2%	-5
CCOC(=O)c1[nH]c2cc(OC)c(OC)cc2c1NC(=O)CCN1CCSCC1	-12	-3%	12%	10%	1.0%	92%[activator][57.1 µM]	1%	0%	3
CCCCC12CN3CCN(CC(C3)/C1=N\NC(=O)c1ccccc1N)C2	2	-2%	2%	10%	-0.7%	26%[57.1 µM]	2%	4%	-2
CN(CC(=O)Nc1ccc(Cl)c(C(F)(F)F)c1)C(=O)c1cc(=O)[nH]c2ccccc12	2	-2%	-5%	8%	0.1%	-8%	-18%	-4%	0
CCOC(=O)c1ccccc1NC(=O)COC(=O)c1ccc(C)c(S(=O)(=O)N2CCOCC2)c1	2	-1%	-26%	0%	2.4%	6%	0%	-1%	1
O=C(CC1Sc2ccccc2NC1=O)Nc1ccccc1[N+](=O)[O-] (configuration not stated)	-2	3%	5%	-7%	0.5%	-3%	-10%	9%	-7
C=C1CCC2[C@](C)(CO)[C@H](O)CC[C@@]2(C)[C@@H]1C/C=C1\C(=O)OC[C@H]1O (some centres not stated)	2	-6%	-26%	1%	-1.3%	5%	-13%	0%	-4
Cc1ccc(/C=C(\C#N)C(=O)NCC2CCCO2)o1 (configuration not stated)	2	4%	-3%	-2%	1.3%	-16%	0%	-5%	-5
Cc1noc(C)c1COc1cccc(C(=O)NC(C)(C)C)c1	-1	0%	-21%	2%	-0.6%	3%	1%	7%	0
CNC(=O)/C(C#N)=C/c1cn(CC(=O)OC)c2ccccc12	2	0%	-10%	-5%	1.7%	-1%[57.1 µM]	1%	10%	-4
COc1ccc([N+](=O)[O-])c(OC)c1C(=O)NC(=O)Nc1c(F)c(F)c(F)c(F)c1F	-5	-6%	-28%	-10%	-1.7%	-8%	-1%	4%	0
CCN(CC)C(=O)c1sc(NC(=O)c2ccc(Br)o2)c(C(=O)OC)c1C	3	-2%	-17%	-7%	1.4%	-7%	-1%	6%	-14
CCOc1ccc(CN(C)C(=O)CCl)cc1	1	-14%	-21%	13%	1.4%	13%[57.1 µM]	u	-2%	0
O=C(COc1ccc2c(c1)CCC2)Nc1ccccn1	-62*	-13%	-22%	5%	-0.2%	2%	-2%	12%	-5
Cc1ccc(N2CCN(/N=C/C=C/c3ccccc3)CC2)cc1	0	-6%	-2%	-2%	-1.3%	-11%	2%	4%	-2
Cc1ccc(C(NC(=O)N2CC(C)OC(C)C2)C(Cl)Cl)cc1F (configuration not stated)	5	-4%	-17%	3%	-0.6%	-7%	1%	6%	-4
CCOC(=O)c1cc(-c2ccccc2)sc1NC(=O)C(C)Sc1nnnn1C (configuration not stated)	4	-3%	-6%	2%	2.1%	-5%[57.1 µM]	-5%	10%	0
Cn1c(CNc2cccc(Cl)c2)nnc1SCC#N	-10	-3%	-1%	2%	2.8%	6%[57.1 µM]	0%	1%	3
COC(C(=O)N/N=C(\C)c1ccc(C)cc1)c1ccccc1 (configuration not stated)	0	2%	-4%	-8%	3.0%	0%	2%	0%	-7

Retrieved by compound from above (3):
SMILES	PI4K2A block	GRP78 ERSR act	USP1 inh	Vif-APOBEC3F blk	RXFP1 ag	TrxR1 substrate	Vif-A3G inh	mIDH1 inhibitor	LDHA inh
CCCCC12CN3CCN(CC(C3)/C1=N\NC(=O)c1ccccc1N)C2	2	-2%	2%	10%	-0.7%	26%[57.1 µM]	2%	4%	-2
Cn1c(CNc2cccc(Cl)c2)nnc1SCC#N	-10	-3%	-1%	2%	2.8%	6%[57.1 µM]	0%	1%	3
CN(CC(=O)Nc1ccc(Cl)c(C(F)(F)F)c1)C(=O)c1cc(=O)[nH]c2ccccc12	2	-2%	-5%	8%	0.1%	-8%	-18%	-4%	0

Following part.
SMILES	PI4K2A block	GRP78 ERSR act	USP1 inh	Vif-APOBEC3F blk	RXFP1 ag	TrxR1 substrate	Vif-A3G inh	mIDH1 inhibitor	LDHA inh
COCCCNC(=O)c1ccc(Cn2c(=O)c3ccccc3n(CC(N)=O)c2=O)cc1	0	-1%	-3%	-5%	-0.7%	7%	-19%	-6%	-11
O=C(O)Cn1nc(C(F)(F)F)c2c1CCC2	4	0%	-1%	0%	0.1%	4%[57.1 µM]	-6%	1%	-5
CCOc1ccccc1C(=O)NCC(=O)Nc1ccc2c(c1)OCO2	-4	-4%	-10%	-14%	-2.7%	1%	0%	3%	15
CCN(CC)C(=O)[C@H]1CC(CC(=O)NCCCn2ccnc2)C(=O)N2CCc3c([nH]c4ccc(OC)cc34)[C@]12C (some centres not stated)	-1	-4%	-27%	11%	x	2%	-1%	6%	0
CN(C)c1ccc(/C=N/NC(=O)c2cc(-c3ccc4c(c3)OCO4)n[nH]2)cc1	-3	-1%	-4%	u	2.8%	5%[57.1 µM]	u	20%	-1
COc1ccc2nc(CCN(C)C(=O)C3CCC(=O)N(Cc4cccc(F)c4)C3)[nH]c2c1 (configuration not stated)	0	-4%	-22%	-19%	-4.7%	4%	0%	-14%	0
CCOC(=O)c1cnc(-n2nc(C)cc2C)nc1Oc1ccccc1F	-2	-5%	-13%	u	0.4%	-19%[57.1 µM]	-1%	12%	-1
Cc1ccc(C(=O)Nc2nnc(C)s2)o1	-9	0%	-15%	-3%	1.5%	4%[57.1 µM]	3%	0%	-3
CCCCCCNC(=O)O[C@H]1C[C@@H]2C(=O)N(c3ccccc3)C(=O)[C@@H]2[C@@H]2CN(S(=O)(=O)c3ccc(C)cc3)C[C@]12O	-1	-1%	-21%	0%	x	x	-1%	2%	5
COc1ccc(OC)c(NC(=O)CCCN2C(=O)C3C4C=CC(C4)C3C2=O)c1 (configuration not stated)	2	-5%	-7%	-5%	4.1%	3%	0%	0%	3
O=C(NCCN1CCOCC1)Nc1cccc(Cl)c1	5	-2%	-10%	-29%	1.8%	4%[57.1 µM]	0%	1%	-7
O=C(COC(=O)c1ncc(Cl)c(Cl)c1Cl)NC(=O)c1ccccc1	-2	-1%	6%	6%	1.1%	-1%[57.1 µM]	4%	-18%	-8
Cc1ccccc1NS(=O)(=O)c1ccc(C)c(NS(C)(=O)=O)c1C	1	-4%	-11%	-2%	0.6%	u	2%	-9%	0
O=C(CN1C(=O)c2ccccc2S1(=O)=O)NCc1ccccc1	1	3%	-5%	-8%	2.7%	-6%	-1%	-10%	-15
O=C(Nc1ccccc1O)c1ccc2c(c1)C(=O)N(Cc1ccco1)C2=O	-25	-3%	-20%	-3%	-1.8%	-1%	-14%	0%	-1
CC1CC(C)(C)NC(=S)N1CCC(=O)NCc1ccc(Cl)cc1 (configuration not stated)	-1	-6%	-4%	-3%	-0.9%	-2%[57.1 µM]	2%	2%	-1
Cc1cc(C)c(N=C2C(=O)Nc3ccccc32)c(C)c1	2	-2%	-31%	1%	-0.3%	-3%	-4%	6%	14
CCOc1cccc(CC(=O)N2CCc3c([nH]c4ccccc34)C2c2ccc(OC)cc2)c1OCC (configuration not stated)	-9	-3%	-4%	0%	4.1%	0%[57.1 µM]	5%	-7%	2
Cc1cccc(NS(=O)(=O)c2cccc3nsnc23)c1	1	1%	-18%	-8%	0.4%	0%	1%	4%	0
O=c1[nH]c2cc3c(cc2cc1CN(Cc1ccccc1)Cc1nnnn1Cc1ccco1)OCCO3	-10	0%	-8%	-2%	4.1%	22%	-2%	-5%	10
Cn1c(Cc2ccccc2)nnc1SCC(=O)N1CCOCC1	0	-1%	-12%	1%	3.7%	-3%	0%	2%	-2
COc1cc2[nH]c(=O)n(Cc3ccc(C(=O)N4CCC(N5CCCCC5)CC4)cc3)c(=O)c2cc1OC	2	-3%	-35%	1%	0.4%	21%	1%	-2%	3
O=C(c1ccccc1)c1ccccc1C(=O)N1CCN(Cc2ccccc2F)CC1	1	-4%	-11%	-9%	0.0%	9%[57.1 µM]	4%	-1%	-5
COCCn1c(C)cc(O)c(C(c2ccccc2)N2CCN(CCO)CC2)c1=O (configuration not stated)	-1	-5%	8%	-11%	0.9%	6%[57.1 µM]	-2%	1%	-1
